AI-2 QS modul = modulators of Vibrio harveyi AI-2 quorum sensing system; hit rate 0.4% among 300,000; Vibrio harveyi JMH597 AI-2 luminescence/OD600 ratio, 9 h; hits give low values; strain lacks LuxN and CqsS sensors; 0 = neutral-control median; activity change, % at 7.5 µM; in the data active = activity change below about -75%, passing the limit was not always enough;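 also: luminescence divided by OD600 gain over 9 h not by final OD600 alone; inactives centre near 13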
HIF act = HIF pathway transcriptional activation; U2OS HRE-luciferase reporter, luminescence; normalized: DMSO 0%, desferrioxamine 100%; activation, % at 7.5 µM (by protocol); hit rate 0.32% among 300,000; AID 1910;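 active = mean activation of at least 10% of the iron chelator positive control signal, with at least half of replicates also reaching 10%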
aSyn UTR inh = MLPCN primary screen, SNCA 5' untranslated region. inhibition, % (tested at 7.5 µM). alpha-synuclein 5'UTR reporter, inhibitor activity. hit rate 0.82% among 300,000; in the data active = inhibition above about 60%;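 also: H4 neuroglioblastoma cells stably carrying SNCA 5'UTR luciferase fusion; 0% = DMSO wells and 100% = positive control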
IEC-6 tox = counter-screen for KLF5 inhibitors: cytotoxicity in IEC-6 cells; IEC-6 cytotoxicity, luminescence viability; hit rate 0.78% among 290,000; inhibition, % at 5 µM; AID 1825; in the data active = inhibition above about 22%;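 also: 0% = plate median of test compound wells and 100% = cytotoxic reference compound wells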
KLF5 inh = inhibitors of KLF5 expression; DLD-1 KLF5 promoter-luciferase reporter, luminescence; inhibition, % at 5 µM; hit rate 0.23% among 290,000; AID 1700;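 active = inhibition above a per-plate limit of that plate's mean compound inhibition plus 3 SD, cut at about 60% in these data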;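 also: 0% = DMSO wells and 100% = LY294002 at 200 µM; higher means less KLF5 promoter-driven luciferase light; inactives centre near -14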
HDAC3 inh = human HDAC3 inhibition | recombinant HDAC3, fluorogenic peptide/trypsin coupled, fluorescence | inhibition, % at 8.3 µM | hit rate 0.15% among 320,000; in the data active = inhibition above about 26%, passing the limit was not always enough
Target sequence (O15379 whole entry, looked up): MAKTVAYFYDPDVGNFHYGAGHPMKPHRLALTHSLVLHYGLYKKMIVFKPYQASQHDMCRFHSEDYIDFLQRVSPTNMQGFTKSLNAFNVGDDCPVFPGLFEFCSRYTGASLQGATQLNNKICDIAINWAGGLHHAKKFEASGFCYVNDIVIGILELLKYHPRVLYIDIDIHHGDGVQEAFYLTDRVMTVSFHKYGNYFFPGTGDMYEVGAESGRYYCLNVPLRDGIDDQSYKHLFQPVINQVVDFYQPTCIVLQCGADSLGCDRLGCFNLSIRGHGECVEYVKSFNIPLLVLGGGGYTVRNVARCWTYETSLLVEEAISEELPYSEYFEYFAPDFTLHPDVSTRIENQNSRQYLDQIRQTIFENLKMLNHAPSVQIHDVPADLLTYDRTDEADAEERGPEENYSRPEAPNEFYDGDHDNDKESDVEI
Platelet DG rel = modulates dense granule release in human platelets | human platelet-rich plasma, SFLLRN dense granule ATP release, luminescence | inhibition, %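 (compounds screened at 7.5 µM in platelet-rich plasma)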 | hit rate 0.22% among 300,000;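 active = mean replicate score, as percent of positive control, at or above 50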
HSF1 activator = increases HSF-1 driven luciferase reporter signal; NIH3T3-HGL HSF-1 luciferase reporter, MG132, 8 h; 100% = twice DMSO control signal; activation, % at 9 µM; hit rate 1.7% among 300,000;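 active = mean replicate activation of at least 50% with a set share of replicates each reaching 50%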;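 also: 0% = median of the neutral control wells and 100% = twice that signal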
HSF1 inh = HSF1 inhibition; AID 2098; activity change, negative = inhibition, % at 7.5 µM (by protocol); hit rate 0.77% among 300,000; NIH3T3-HGL HSE-luciferase, MG132-induced, luminescence 8 h; hits give low values;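 active = more than half of replicate wells show activity change below -50%, luminescence cut by over half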;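 also: luciferase reports HSF-1 transcriptional activity via heat shock element; 0% = median of DMSO wells and -100% = zero luminescence signal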
HSP90 inh = inhibitors of HSP90 luciferase refolding in rabbit reticulocyte lysate | hit rate 0.91% among 290,000 | luciferase refolding luminescence, 3 h | inhibition, % at 5.6 µM;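 active = inhibition above the screen-wide mean plus 3 SD, computed separately per campaign, cut at about 16% in these data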;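 also: 0% = DMSO wells and 100% = 60 µM geldanamycin wells; inhibitors lower the luminescence because luciferase stays unfolded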
* = called active by the depositor; / = no result given.

SMILES	AI-2 QS modul	HIF act	aSyn UTR inh	IEC-6 tox	KLF5 inh	HDAC3 inh	Platelet DG rel	HSF1 activator	HSF1 inh	HSP90 inh
COCC1CCN(Cc2nc(-c3ccc4c(c3)OCO4)no2)C1 (stereo not drawn)	33.6	1.2	-114.4	2.4	-82.0	-1.3	0.8	7.4	9.5	2.3
O=C(N/N=C\c1ccc(Cl)s1)c1ccc(Cn2cccn2)o1	9.6	1.9	-6.1	-1.5	-6.1	-3.3	-12.1	-7.1	2.1	-0.6
CCOC(=O)c1c(N2C(=O)Nc3ccccc3N2O)n[nH]c1-c1cccc(Cl)c1	6.1	-0.2	2.2	2.1	-16.2	-4.6	-3.6	-7.5	-2.2	-3.9
COc1ccc(CN(C)Cc2cc(=O)oc3cc(C)c(C(C)C)cc23)cc1OC	38.1	-0.4	19.1	1.3	2.2	13.5	-10.6	-8.7	-5.7	-3.6
CC(NC(=S)Nc1ccc(OC(F)F)cc1OC(F)F)C(C)(C)C (stereo not drawn)	20.3	-2.0	11.4	-3.4	-23.5	/	13.6	5.7	5.0	0.8
COCCN(C(=O)COC(=O)C1CC1C)c1c(N)n(Cc2ccccc2)c(=O)[nH]c1=O (stereo not drawn)	-2.0	1.5	-11.2	/	/	-10.4	1.1	6.3	-3.6	/
COc1cccc(NC(=O)C2CCCCC2)c1	2.3	1.5	-31.1	-2.6	-39.2	1.2	-0.5	-22.4	1.6	-0.1
COc1ccc(CCNC(=O)C2CCCN2S(=O)(=O)c2cccc3nsnc23)cc1OC (stereo not drawn)	19.1	-0.4	-26.3	10.5	-53.9	3.4	1.2	17.7	0.6	-0.9
Cc1cccc(NC(=O)C2C3CCC4C(CCC32)C4(Cl)Cl)c1 (stereo not drawn)	-3.3	-0.1	-19.3	4.0	-7.5	1.0	-0.6	-6.7	1.2	-6.5
COc1ccccc1C1C(C(C)=O)=C(C)N=c2s/c(=C\c3cc(OC)c(OC)c(OC)c3)c(=O)n21 (stereo not drawn)	30.3	-0.2	14.0	1.4	14.8	1.3	-0.6	14.0	14.6	2.2
O=C(CNS(=O)(=O)c1ccc(C(=O)N2CCCCC2)cc1)N1CCCCC1	12.4	3.9	10.1	3.5	19.9	5.8	5.1	3.0	-5.2	4.8
CCOC(=O)c1cnc(COc2ccc(OC)cc2)[nH]c1=O	43.1	-0.1	-16.8	-0.7	-13.5	-0.1	-25.7	0.7	-5.8	5.1
CC(=O)c1c(C)cc(C)c(CSc2nnc(-c3ccco3)o2)c1C	-80.9*	-0.5	20.2	-3.3	-21.9	1.4	9.0	6.3	1.6	-3.9
O=C1c2cccc3c(N4CCCCC4)ccc(c23)C(=O)N1c1ccccn1	29.4	0.8	-16.7	-1.3	-16.8	-4.0	6.3	13.7	6.5	-3.1
COC(=O)C1=C(N)N(c2ccccc2F)C2=C(C(=O)CC(C)(C)C2)C1c1ccc(OC)c(OC)c1 (stereo not drawn)	13.1	1.7	23.8	-0.3	-15.3	4.1	1.3	9.9	2.7	2.9
CN(C)CCCN(C(=O)c1ccc([N+](=O)[O-])o1)c1nc2cc3c(cc2s1)OCO3	8.7	0.1	-9.4	14.0	-23.2	14.1	-5.0	34.1	6.9	1.9
COc1ccc(/C=N\NC(=O)COc2ccccc2)c(C(=O)O)c1OC	15.2	-0.3	-4.1	4.1	-17.7	1.4	-6.5	8.5	-2.9	-3.4
Cc1cc(NS(=O)(=O)c2cccs2)no1	22.3	0.8	-1.7	-3.0	-2.2	-0.3	-3.7	-22.6	-7.1	1.6
O=C(N/N=C/c1[nH]c2ccccc2c1Cl)c1cccc(Br)c1	6.3	0.4	-27.4	8.6	-31.8	-23.3	9.3	-3.7	-5.9	1.1
Cc1ccc(C(=O)N2N=C(CC(C)C)CC2(O)C(F)(F)F)o1 (stereo not drawn)	14.3	-0.1	-0.2	-1.1	6.0	0.1	5.8	5.0	1.1	0.1
CC1CC(C)(C)CC2(C1)NC(=O)N(CC(=O)Nc1ccc(N3CCCCC3)cc1)C2=O (stereo not drawn)	40.1	-0.4	11.1	-2.0	-19.5	3.6	0.6	-18.2	4.5	-4.2
O=C(CNC(=S)N(Cc1ccccc1F)C1CCCCC1)NCCN1CCOCC1	11.3	-1.0	19.5	-3.3	2.5	-9.9	0.5	6.4	2.4	-4.4
Cc1ccc(NC(=O)c2cccc(OCc3c(C)noc3C)c2)c(C)c1	3.7	-0.2	9.9	-3.0	-17.5	5.0	10.1	15.7	9.4	-1.5
COc1ccc(CN2C3CCCC2CC(NC(=O)Nc2ccccc2)C3)cc1 (stereo not drawn)	15.2	0.3	-48.7	3.0	-48.7	0.8	0.3	15.9	-1.2	-3.2
CSc1ccc(S(=O)(=O)N2CCC(C(=O)N3CCc4ccccc4C3)CC2)cc1	3.9	-0.2	8.8	-0.6	-2.6	-8.6	-4.6	-10.1	-0.5	4.0

Some of the entries so far, with two lines to a compound.
The line under a structure holds: AI-2 QS modul, HIF act, aSyn UTR inh, IEC-6 tox, KLF5 inh, HDAC3 inh, Platelet DG rel, HSF1 activator, HSF1 inh, HSP90 inh
O=C1c2cccc3c(N4CCCCC4)ccc(c23)C(=O)N1c1ccccn1
    29.4, 0.8, -16.7, -1.3, -16.8, -4.0, 6.3, 13.7, 6.5, -3.1
O=C(CNS(=O)(=O)c1ccc(C(=O)N2CCCCC2)cc1)N1CCCCC1
    12.4, 3.9, 10.1, 3.5, 19.9, 5.8, 5.1, 3.0, -5.2, 4.8
CCOC(=O)c1c(N2C(=O)Nc3ccccc3N2O)n[nH]c1-c1cccc(Cl)c1
    6.1, -0.2, 2.2, 2.1, -16.2, -4.6, -3.6, -7.5, -2.2, -3.9

Later entries
SMILES	AI-2 QS modul	HIF act	aSyn UTR inh	IEC-6 tox	KLF5 inh	HDAC3 inh	Platelet DG rel	HSF1 activator	HSF1 inh	HSP90 inh
COC(=O)CSc1nnc(CNc2ccc(F)cc2)o1	18.0	0.5	-9.3	-7.9	-15.2	14.7	5.9	-5.3	2.6	0.1
CC(C)CCNC(=S)NC1CCCC1	13.9	-0.7	-18.6	-1.0	-27.0	-1.0	-2.2	-4.8	1.2	-0.6
COC(=O)C(CC(C)C)NC(=O)c1cc(OC)c(OC)c(OC)c1 (stereo not drawn)	15.5	0.0	1.4	-1.1	-27.3	9.2	-2.3	-23.8	-8.5	2.3
COc1ccccc1C(=O)Nc1ccc2oc(-c3ccc(F)cc3)nc2c1	13.9	2.6	-201.4	2.7	-43.2	-13.3	0.2	34.5	18.6	4.1
NC(=O)CN1C(=O)C(=O)N(Cc2cccc(C(F)(F)F)c2)C1=O	10.3	-1.3	-6.2	-8.9	-22.0	9.5	2.1	-3.7	-3.4	0.6
COc1ccccc1N1C(=O)[C@@H]2C(C(=O)CN3C(=O)c4ccccc4C3=O)=NN[C@@H]2C1=O	38.7	0.8	8.3	0.6	-7.5	1.1	2.6	-3.2	-3.8	2.6
COc1ccc(NC(=O)c2ccc(Br)o2)c([N+](=O)[O-])c1	6.8	1.5	-109.5	1.0	-25.8	6.7	1.2	15.5	20.7	-2.5
CCOC(=O)c1c(C)oc2c1c1c(c3ccccc32)OCN(CCCC(=O)O)C1	-0.6	2.7	-108.3	3.8	-23.6	-1.7	4.6	56.7*	31.4	0.2
COc1ccc(OCCNC(=O)C(Cc2c[nH]c3ccccc23)NC(C)=O)cc1 (stereo not drawn)	38.8	-0.4	2.1	0.5	-10.3	-2.6	4.5	-23.9	-11.9	1.4
CCOC(=O)CC(=O)c1cc(OC)c(OC)c(OC)c1	2.5	-0.3	18.0	4.3	-23.5	4.2	3.9	-1.4	1.7	1.7
Cc1ccc(NC(=O)c2ncn[nH]2)cc1	6.9	0.9	-41.5	0.5	-37.0	-7.2	-0.4	1.5	1.5	2.8
Cc1ccc2c(CN3CCN(S(=O)(=O)/C=C/c4ccccc4)CC3)cc(=O)oc2c1	21.5	-0.3	30.1	-2.5	-7.4	-9.8	-1.2	78.4*	27.5	-0.9
O=S(=O)(c1ccc(Br)cc1)N1CCC(c2nc3ccccc3[nH]2)CC1	6.2	0.0	78.3*	43.7*	10.7	-2.8	-2.5	15.6	7.6	-1.4
COC(=O)c1ccccc1-n1c(CCC(=O)O)ccc1-c1ccccc1	-2.7	-0.3	11.7	-0.8	-17.3	0.9	17.7	24.3	14.7	1.7
CCOC(=O)N1CCN(CCC(=O)Nc2ccc(Br)cc2)CC1	9.9	-0.2	-10.7	4.8	12.0	-2.5	5.2	-2.4	-7.4	6.5
Cc1ccccc1-n1c(=O)cc(N2CCN(C(=O)c3ccco3)CC2)[nH]c1=O	16.7	-0.1	-4.5	3.1	1.4	-3.3	52.5*	-2.6	-3.3	0.6
COc1cc(C)c(S(=O)(=O)N2CCOCC2)cc1C(C)C	15.9	-0.8	17.9	-3.2	-7.8	5.7	8.0	-5.6	0.4	0.8
CCOC(=O)CSc1nc2c(sc(=S)n2-c2ccccc2OC)c(=O)n1Cc1ccco1	26.4	-0.4	-20.8	-6.4	-20.7	0.0	-4.0	57.1*	17.6	-1.0
O=C(N/C(=C\c1ccccc1)C(=O)N1CCOCC1)c1cccc(Br)c1	-10.5	2.0	-4.5	3.6	-2.0	0.3	-0.3	-3.2	-1.6	13.3
O=C(Nc1ccccc1)c1cc([N+](=O)[O-])ccc1NC1CCCCC1	18.2	-1.4	38.0	4.4	21.6	8.2	11.3	6.8	14.0	-4.7
Nc1nc(SCC(=O)Nc2cc(C(F)(F)F)ccc2N2CCOCC2)n[nH]1	28.4	-0.1	12.7	2.8	-0.2	-1.9	4.0	21.7	-3.0	0.6
O=C1CN(/N=C/c2ccc([N+](=O)[O-])o2)C(=O)N1	-89.3*	0.1	2.5	-25.8	-22.3	3.6	-3.0	-6.4	0.3	3.9
CCOc1c(Cl)cc(CNCC(C)C)cc1OC	-2.2	0.0	17.8	-4.0	-48.5	-4.6	3.6	-6.9	8.9	2.3
COc1ccc(/C=C/c2cc(=O)c3cc(Cl)ccc3o2)cc1	27.9	0.4	-253.4	-0.9	-16.5	-3.1	-13.1	9.9	5.1	-5.1
O=C(NCc1ccccc1)C(c1ccccc1F)N(CC1CCCO1)C(=O)c1ccccn1 (stereo not drawn)	12.4	-0.2	-6.5	-11.7	-5.4	-0.2	11.7	-7.7	-2.5	-7.0
O=[N+]([O-])c1ccc(S(=O)(=O)Nc2ccc3c(c2)OCCO3)cc1	4.4	1.0	-5.1	3.1	-22.1	-0.4	2.5	-28.7	-14.3	27.1*
Cc1ccccc1NC(=O)C(=O)NC(C)CCc1ccccc1 (stereo not drawn)	4.7	0.1	-0.8	-3.2	-24.6	-2.5	-2.1	17.2	5.7	-0.9
O=c1c(/C=C(\O)c2ccc(F)cc2)nc2ccccc2n1-c1ccccc1	13.2	1.7	-130.0	3.5	-8.7	-5.0	3.5	31.9	12.7	5.4
O=C(CSc1cccc[n+]1[O-])Nc1ccccc1Oc1ccccc1	10.2	-0.7	30.2	23.5*	-10.3	2.7	-5.5	2.3	-2.4	2.4
O=C(N/N=C/c1ccccc1OC(F)F)NC1CCCCC1	11.4	0.2	-2.0	-2.6	-13.6	1.1	-1.0	-44.4	-23.7	2.0
COc1ccc(NC(=O)CN(C)S(=O)(=O)c2cnc[nH]2)cc1Cl	14.4	-0.4	-5.2	1.3	-64.3	-0.3	0.9	-30.3	-30.9	-0.5

Screens deposited in PubChem by several laboratories.
